All columns: NCI-60 one-dose screen, growth in % after 48 h at 10 µM unless noted; 100 = growth as untreated, 0 = no growth, -100 = all killed.
KM12 – KM12 colon cancer cells | 5% of 82,000 active
SF-268 – SF-268 CNS cancer cells; 3.1% of 82,000 active
SW-620 – SW-620 colon cancer; 5.2% of 82,000 active
SF-539 – SF-539 CNS cancer | AID 1794752 | 6.8% of 81,000 active
HT29 – HT29 colon cancer | 7.4% of 81,000 active | AID 1794748
SNB-75 – SNB-75 CNS cancer; 5% of 79,000 active
SF-295 – SF-295 CNS cancer cells; 5.6% of 79,000 active; AID 1794758
SNB-19 – SNB-19 CNS cancer cells; 2.5% of 81,000 active
HCC-2998 – HCC-2998 colon cancer; 4.7% of 79,000 active; AID 1794799
Numbers without * were called inactive; x = no result given; & = joins results of further samples. The calls were made as follows: active = growth percent below 10; inactive = the rest. A portion of the library (hit frequency here may not be typical).

SMILES	KM12	SF-268	SW-620	SF-539	HT29	SNB-75	SF-295	SNB-19	HCC-2998
CN(C)CC(C(=O)Cc1ccccc1)c1ccccc1 (centres undefined)	-1.5*	31	21	5.0*	30	73	113	100	116
CCOc1ccc(C=C(C#N)C#N)cc1OCC	107	101	111	99	110	103	100	104	113
CCN1CCC[C@]2(C)[C@H]3CC[C@@]4(C)[C@@H](CC[C@]4(C)O)[C@@H]3CC[C@@H]12	98	104	102	100	95	91	93	107	92
Nc1nc(N)n2c(N)nnc2n1	116	112	99	101	100	x	97	103	95
Cc1ccc2oc(=O)c3c(c2c1)OC(/N=C/N(C)C)=C(C#N)C3c1ccco1 (centres undefined)	98	102	97	97	98	91	105	99	100
C[C@]12CCc3nc(-c4cc(Cl)cc(Cl)c4)sc3C1=CC[C@@H]1[C@@H]2CC[C@]2(C)C(=O)CC[C@@H]12	106	97	99	100	104	86	99	96	107
Fc1ccc(C2=CCNCC2)cc1	109	97	104	93	109	84	78	109	x
O=C1N=c2ccccc2=C/C1=C\c1c(O)[nH]c(=S)[nH]c1=O	109	100	101	98	101	95	104	104	105
CN1C2CCC1CC(OC(=O)c1cccc(O)c1)C2 (centres undefined)	120	111	100	104	105	64	115	107	104
CC1(C)N=C(N)N=C(N)N1c1ccc(CCC(=O)Nc2ccc(S(=O)(=O)F)cc2)cc1	13	25	26	29	9.4*	52	40	55	42
Nc1ccccc1C(=O)c1ccccc1	99	99	98	97	98	x	102	101	108
O=PO	124	110	104	94	122	109	x	108	113
COc1cc2c(cc1OC)C13CCN4CC5=CCOC6CC(=O)N2C1C6C5CC43 (centres undefined) (tested in a mixture with another compound)	100	86	100	93	x	109	104	112	98
Oc1ccc(CCN2CCCCC2)cc1	112	109	109	100	104	87	105	100	104
Oc1ccc(O)c(Cl)c1	102&100	100&96	115&112	102&84	107&103	86&72	118&103	111&111	88&110
O=C(Nc1cccc(S(=O)(=O)F)c1)Oc1ccc([N+](=O)[O-])cc1	102	98	91	x	93	89	98	109	x
CCNC1(c2cccs2)CCCCC1=O (centres undefined)	100	104	99	100	107	89	95	94	100
O=C1CC[C@@]2(O)[C@H]3Cc4ccc(O)c5c4C2(CCN3CC2CC2)[C@H]1O5	106	117	110	109	103	101	106	98	104
NCC(=O)c1ccc(O)c(O)c1	98	106	103	87	108	95	106	92	109
CC(C)(N)C(O)c1ccccc1 (centres undefined)	99	97	114	98	88	84	97	104	101
CSc1nc(N)c(N=Nc2ccc([As](=O)(O)O)cc2)c(=O)[nH]1	113	109	118	95	103	99	93	107	106
O=S(=O)(F)c1ccc2nc(-c3ccccc3)cc(Cl)c2c1	104	112	100	101	102	86	90	104	106
O=C1C=CC(=O)c2c(O)cccc21	96	99	102	95	68	89	104	102	104
CC1CN1P(=O)(Oc1ccccc1)N1CC1C (centres undefined)	107	100	108	102	99	103	113	95	98
S=C=Nc1cccc(Cl)c1	121	112	106	97	108	90	91	99	97
O=C1NC(=O)C(=C/C=C/c2ccccc2)C(=O)N1	-40*	30	-76*	27	-72*	24	98	54	62
CCC(=O)c1ccc(C)cc1	102	100	103	105	104	111	101	106	105
O=C(CBr)c1ccc(Br)cc1	113	105	115	99	106	87	116	112	107
Cc1cccc(C)c1NC1=NCCCS1	103	102	102	103	117	111	109	93	104
CC(=O)[O][Hg][c]1c(C)c(C)cc(C)c1C	51	-74*	-94*	42	-62*	-81*	14	40	13
COc1ccc(C(c2ccc(OC)cc2)C(Cl)(Cl)Cl)cc1	84	89	89	80	78	x	102	84	94
COc1ccc2c(c1)c(-c1nc(-c3c[nH]c4ncccc34)cs1)cn2CCN1CCOCC1	20	61	76	48	46	50	62	67	74
COc1ccc(C(=O)c2cc(OC)c(OC)c(OC)c2)cc1OC(C)=O	11	42	25	6.2*	19	40	15	28	26
O=C1C=Cc2ccc3c4c(ccc1c24)C=CC3=O	113	122	108	93	124	97	98	115	103
C=C(C)C1CNC(C(=O)O)C1CC(=O)O (centres undefined)	107&108	107&111	103&118	111&106	98&100	107&81	107&97	105&121	99&109
O=C(Nc1ccccc1)N1CC1	108	109	94	111	103	99	105	99	103
O=C1NC(=S)NC(=O)C1=Cc1cn(-c2ccccc2)nc1-c1cc2ccccc2o1	84	69	73	99	98	99	97	90	99
C[C@]12CCc3nc(-c4cccc(O)c4)sc3C1=CC[C@@H]1[C@@H]2CC[C@]2(C)C(=O)CC[C@@H]12	107	103	108	103	101	93	101	108	104
COc1nc2ccccc2nc1N1CC1	108	103	97	102	x	83	111	102	99
CCC[CH2][Sn]([CH2]CCC)([CH2]CCC)[O]C(=O)c1ccc(Cl)cc1Cl	-92*	-95*	-72*	-92*	-65*	-93*	-90*	-86*	-91*
CNC(=O)Oc1ccc([N+](C)(C)C)c2c1CCCC2	106	99	98	103	103	90	104	104	106
N#Cc1ncc(/N=C/c2ccc(N(CCCl)CCCl)cc2)s1	95	66	79	41	92	62	58	89	97
O=C(CCN1CC1)OCCOC(=O)CCN1CC1	105	101	130	96	109	115	82	103	101
CC(=O)C1(c2ccccc2)CCNCC1	111	104	107	93	107	x	108	95	101
CC1=C(C)C(=O)OC([C@@](C)(O)[C@]2(O)CC[C@@]3(O)C4C[C@@H](O)[C@@]5(O)CC=CC(=O)[C@]5(C)C4CC[C@]23C)C1 (some centres undefined)	86	103	90	86	87	52	96	91	98
CC1([N+](=O)[O-])COP(=O)(NC2CCCC2)OC1 (centres undefined)	103&106	104&106	104&108	100&96	112&109	81&89	107&100	101&108	112&108
CCC(=O)c1ccc(OC)c(OC)c1	104	97	111	97	97	93	90	108	100
O=[N+]([O-])c1ccc2scc3c4ccccc4nc-3c2c1	2.0*	-0.7*	-76*	-45*	-47*	-42*	85	47	96
C=CC(C#N)OC(C)=O (centres undefined)	114	101	104	94	104	92	x	97	101
CC[C@@H](C)[C@@H]1NC(=O)C(NC(=O)C(CC(C)C)N(C)C(=O)C2CCCN2C(=O)C(C)O)C(C)OC(=O)C(Cc2ccc(OC)cc2)N(C)C(=O)C2CCCN2C(=O)C(CC(C)C)NC(=O)C(C)C(=O)C(C(C)C)OC(=O)C[C@H]1O (some centres undefined)	-50*	-49*	-45*	-70*	-53*	-96*	-31*	-44*	x
CCC1([N+](=O)[O-])COP(N)(=O)OC1 (centres undefined)	103	103	99	102	119	105	108	107	94
CCOC(=O)c1ccc(N(CCOS(C)(=O)=O)CCOS(C)(=O)=O)cc1C	91	77	64	77	73	85	81	90	79
CN1CCCC1c1ccc(=O)[nH]c1 (centres undefined)	107	104	109	105	104	101	108	103	104
COc1ccc(OC)c(/C=C/C(=O)c2nc3ccccc3n2Cc2ccc(F)cc2)c1	-21*	15	x	-80*	-45*	15	-21*	-39*	-94*
C[C@@H]1CC[C@H]2[C@@H](C)C(=O)O[C@@H]3O[C@@]4(C)CC[C@@H]1[C@]32OO4	88	83	101	100	87	96	80	93	98
CC1=C2[C@@H](CC1)[C@]1(C)O[C@@](C3CC3)(C[C@H]1O)[C@H]2OC(=O)/C=C/c1ccccc1	100	97	107	96	101	80	98	99	114
C=COC(=O)CCN1CC1	107	106	106	103	110	101	101	96	110
Cc1cc(Br)c(O)c(Br)c1	115	109	104	104	109	112	124	106	114
CCCC1OP(=O)(N2CC(C)N(P3(=O)OCC(CC)C(CCC)O3)CC2C)OCC1CC (centres undefined)	109	109	103	100	96	77	103	110	125
CC(=O)O[C@@H]1CC[C@]2(C)[C@H]3CC[C@]4(C)[C@@H](OC(C)=O)CC[C@H]4[C@@H]3C[C@@H]3SC(c4cccc(C)c4)N[C@@]32C1 (some centres undefined)	96	97	107	97	65	90	101	105	109

Next structures:
SMILES	KM12	SF-268	SW-620	SF-539	HT29	SNB-75	SF-295	SNB-19	HCC-2998
COC1CC(CC2CCC(C)C(C(C)C(=O)O)O2)OC2(OC(C)(C3CCC(C)(C4OC(C5OC(O)(CO)C(C)CC5C)CC4C)O3)CC2C)C1C (centres undefined)	-33*	11	6.6*	-49*	-0.7*	-61*	-39*	-2.9*	-10*
C=CCNP(=O)(OCC)OCC	108	101	104	93	101	84	106	118	97
Cc1cccc(OP(=O)(Oc2cccc(C)c2C)Oc2cccc(C)c2C)c1C	99	109	108	113	67	90	85	107	109
N#Cc1c([N+](=O)[O-])no[n+]1[O-]	98	94	113	99	101	87	96	100	97
C=CCn1cc(C=C2C(=O)N(C)C(=O)N(C)C2=O)c2ccccc21	102	98	98	102	104	79	66	96	98
N#[N+]c1nc2ncnc(N)c2[nH]1	103	104	97	99	98	104	103	99	102
O=c1oc2cc(Cl)ccc2n1SC(Cl)(Cl)Cl	112	107	80	101	95	94	95	106	100
CCCCCCCN(CCCl)C1c2ccccc2-c2ccccc21	89	81	82	84	53	57	68	77	98
O=C(NCc1ccc([N+](=O)[O-])cc1)Nc1cccc(S(=O)(=O)F)c1	98	97	101	94	96	88	x	99	113
O=[N+]([O-])c1cccc(C(Cl)Cl)c1	98	98	103	103	86	x	113	108	111
Nc1ncn[nH]1	98&103	99&98	101&104	100&101	106&108	104&90	99&77	100&102	105&101
CC(=O)OCc1cc[c]([Hg][Cl])o1	92	23	25	44	46	43	78	45	76
O=c1[nH]cnc2nc(-c3ccc(N(CCCl)CCCl)cc3)[nH]c12	28	80	63	85	81	97	43	94	32
CCC(=O)c1ccc(OC)c(F)c1	101	108	100	106	109	98	89	109	116
Cc1cc(CCl)c(C)cc1CCl	-44*	42	60	x	x	48	26	51	71
CC(C)(C)N1CC1C#N (centres undefined)	99	101	103	103	105	98	91	97	99
CCCCCCCC[N+]1(C)CCCC1c1cccnc1 (centres undefined)	98	101	94	106	98	x	111	100	93

In the list so far, eleven contain four or more nitrogen atoms:
SMILES	KM12	SF-268	SW-620	SF-539	HT29	SNB-75	SF-295	SNB-19	HCC-2998
Nc1nc(N)n2c(N)nnc2n1	116	112	99	101	100	x	97	103	95
CC1(C)N=C(N)N=C(N)N1c1ccc(CCC(=O)Nc2ccc(S(=O)(=O)F)cc2)cc1	13	25	26	29	9.4*	52	40	55	42
CSc1nc(N)c(N=Nc2ccc([As](=O)(O)O)cc2)c(=O)[nH]1	113	109	118	95	103	99	93	107	106
COc1ccc2c(c1)c(-c1nc(-c3c[nH]c4ncccc34)cs1)cn2CCN1CCOCC1	20	61	76	48	46	50	62	67	74
O=C1NC(=S)NC(=O)C1=Cc1cn(-c2ccccc2)nc1-c1cc2ccccc2o1	84	69	73	99	98	99	97	90	99
N#Cc1ncc(/N=C/c2ccc(N(CCCl)CCCl)cc2)s1	95	66	79	41	92	62	58	89	97
CC[C@@H](C)[C@@H]1NC(=O)C(NC(=O)C(CC(C)C)N(C)C(=O)C2CCCN2C(=O)C(C)O)C(C)OC(=O)C(Cc2ccc(OC)cc2)N(C)C(=O)C2CCCN2C(=O)C(CC(C)C)NC(=O)C(C)C(=O)C(C(C)C)OC(=O)C[C@H]1O (some centres undefined)	-50*	-49*	-45*	-70*	-53*	-96*	-31*	-44*	x
N#Cc1c([N+](=O)[O-])no[n+]1[O-]	98	94	113	99	101	87	96	100	97
N#[N+]c1nc2ncnc(N)c2[nH]1	103	104	97	99	98	104	103	99	102
Nc1ncn[nH]1	98&103	99&98	101&104	100&101	106&108	104&90	99&77	100&102	105&101
O=c1[nH]cnc2nc(-c3ccc(N(CCCl)CCCl)cc3)[nH]c12	28	80	63	85	81	97	43	94	32

Compound activity: PubChem BioAssay, NCI
